Source: PubChem BioAssay (National Center for Advancing Translational Sciences (NCATS))
NPSR antag: qHTS Assay for Antagonists of the Neuropeptide S Receptor: cAMP Signal Transduction; Q6W5P4; CHO-NPSR cells, cAMP TR-FRET, antagonist mode; Potency, µM (doses to about 38.3 µM), inactives show top-dose activity change, negative = inhibition, hits mostly inhibitors; actives 1% (n = 220,000); AID 1461, 2008; note: potency is the fitted concentration of half-maximal effect; % is set by controls: 0 for no effect and ±100 for the full control effect; nearly all actives have a fitted effect of over 50% in size; many of its hits are not listed in these tables
aGal spleen mod: qHTS Assay for Inhibitors and Activators of Human alpha-Galactosidase From Spleen Homogenate; human spleen homogenate, 4MU-alpha-Gal fluorescence, 40 min; AID 2107, 2009; actives 0.008% (n = 240,000); Potency, µM (series often up to 80 µM), inactives show at the highest dose activity change, negative = inhibition, usual class: inhibitors;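 note: potency is the fitted concentration of half-maximal effect; 0% = enzyme with vehicle and -100% = no enzyme basal signal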
Target sequence (P06280 32-429 limits assumed): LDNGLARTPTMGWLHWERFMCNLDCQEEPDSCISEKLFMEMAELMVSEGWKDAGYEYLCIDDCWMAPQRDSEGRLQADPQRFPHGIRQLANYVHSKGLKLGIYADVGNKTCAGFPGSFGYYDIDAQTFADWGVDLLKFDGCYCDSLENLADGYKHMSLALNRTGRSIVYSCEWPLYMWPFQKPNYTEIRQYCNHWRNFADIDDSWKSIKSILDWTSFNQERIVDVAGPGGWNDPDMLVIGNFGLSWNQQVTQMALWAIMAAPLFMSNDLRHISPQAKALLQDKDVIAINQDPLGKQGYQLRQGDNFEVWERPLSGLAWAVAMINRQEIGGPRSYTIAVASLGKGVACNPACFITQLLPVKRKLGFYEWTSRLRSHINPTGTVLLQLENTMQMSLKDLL
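qHTS titration in buffer at pH 5.0. Alpha-galactosidase activity in spleen homogenate was measured via 4-methylumbelliferone release from 1 mM fluorogenic substrate after 40 min at 37C and a pH 10 stop. AC50 came from Hill fits of control-normalized data.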
Epigenetic reg: Quantitative High-Throughput Screen for Regulators of Epigenetic Control; murine LDR cells, GFP reporter derepression, 30 h; Potency, µM (series often up to 53.9 µM), without a hit: top-dose GFP activation, usual class: activators; actives 0.2% (n = 280,000); note: potency is the fitted concentration of half-maximal effect; % of control where 0% means no effect; nearly all actives have a fitted effect of over 60% in size
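Murine LDR cells carrying a silenced, genomically integrated CMV-driven GFP reporter were exposed to compound for 30 hours at 37 C. After PBS washes, GFP-positive cells (20–120 um objects) were counted by laser-scanning microplate cytometry.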
KinaseGlo FLuc: Counterscreen for Luciferase (Kinase-Glo TM) Inhibition; Luciferin 4-monooxygenase (Photuris pensylvanica), Q27757; Kinase-Glo luciferase, ATP luminescence, 8 min; Potency, µM (titrated, usually from 38.3 µM), without a hit: at the top dose activity change, negative = inhibition, hits mostly inhibitors; actives 0.28% (n = 200,000); note: potency is the fitted concentration of half-maximal effect; % is set by controls: 0 for no effect and ±100 for the full control effect; nearly all actives have a fitted effect of over 60% in size
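Compounds were added to a substrate mix at pH 7.2 (50 mM imidazole, 10 uM ATP, within the enzyme's linear range), followed by Kinase-Glo detection reagent; luminescence was measured after 8 minutes at ambient temperature.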
IMPase Li inh: qHTS Assay for Identifying the Cell-Membrane Permeable IMPase Inhibitors: Potentiation with Lithium | actives 0.35% (n = 210,000) | Potency, µM (series often up to 59.4 µM), without a hit: at the top dose activity, negative = IMPase inhibition, hits mostly inhibitors | CHO-M1 cells, IP1 TR-FRET (IP-One), carbachol + lithium;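 note: IP1 builds up when IMPase is blocked and the TR-FRET signal falls; potency is the fitted concentration of half-maximal effect; plate controls were basal vehicle for no effect and high inhibitor control for full effect; nearly all actives have a fitted effect of over 50% in size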
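Steps: plate 2000 CHO-M1 cells per well and culture 16–30 h; add compound and lithium; incubate 30 min, 37C; add d2-IP1 tracer and Eu cryptate anti-IP1 antibody in lysis buffer; read after 10 min at room temperature.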
Lamin A splicing: qHTS Assay for Modulators of Lamin A Splicing; Potency, µM (top dose mostly 46.1 µM), inactives show at the highest dose ratio change, negative = inhibition, hits mostly inhibitors; actives 0.01% (n = 200,000); HeLa LMNA splicing GFP/RFP minigene ratio, 48 h; active = well fitted inhibition curve with a large enough effect in the signal ratio, with a control signal flat, not every such curve was filed as active; inconclusive = small, poorly fitted or top-dose-only effect, or effect the other way, or a change in a side signal; the % refers to the signal ratio; note: potency is the fitted concentration of half-maximal effect; % is set by controls: 0 for no effect and ±100 for the full control effect
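S3 HeLa cells stably expressing lamin A-EGFP splicing minigene plus DsRed2, 600 cells/well, 48 h compound exposure at 37C. Laser-scanning cytometry; analysed as GFP (500-530 nm)/RFP (575-640 nm) total intensity ratio; 0.5% DMSO vehicle.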
CBFb-RUNX1 inh: qHTS Assay for Compounds Blocking the Interaction Between CBF-beta and RUNX1 for the Treatment of Acute Myeloid Leukemia | Runt-related transcription factor 1 (Homo sapiens) + Core-binding factor subunit beta … | AlphaScreen CBFb-His/RUNX1-biotin binding, biochemical | Potency, µM (series often up to 59.8 µM), without a hit: at the highest dose activity, negative = inhibition, most hits filed as inhibitors | 230,000 tested, under 10 active; note: % of control where 0% means no effect
Target sequence (Q01196 whole entry, looked up): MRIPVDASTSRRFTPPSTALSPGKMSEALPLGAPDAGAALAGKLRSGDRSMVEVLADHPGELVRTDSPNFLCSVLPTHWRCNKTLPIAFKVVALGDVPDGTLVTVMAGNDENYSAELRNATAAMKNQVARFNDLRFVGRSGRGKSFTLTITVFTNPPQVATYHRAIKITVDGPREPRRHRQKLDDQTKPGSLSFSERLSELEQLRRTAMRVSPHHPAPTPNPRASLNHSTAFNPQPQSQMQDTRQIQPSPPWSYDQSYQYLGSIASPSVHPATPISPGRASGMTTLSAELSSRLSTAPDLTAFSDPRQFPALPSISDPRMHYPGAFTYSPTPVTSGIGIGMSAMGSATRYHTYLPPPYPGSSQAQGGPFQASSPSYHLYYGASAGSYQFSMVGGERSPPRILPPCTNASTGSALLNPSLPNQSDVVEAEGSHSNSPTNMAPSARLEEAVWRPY
Target sequence (Q13951 whole entry, looked up): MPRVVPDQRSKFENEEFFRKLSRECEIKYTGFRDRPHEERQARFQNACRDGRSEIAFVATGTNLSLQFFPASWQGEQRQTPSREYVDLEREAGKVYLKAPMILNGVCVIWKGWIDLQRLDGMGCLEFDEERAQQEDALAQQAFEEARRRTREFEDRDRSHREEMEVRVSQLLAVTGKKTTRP
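Bead-based AlphaScreen assay; binding partners His-tagged CBF-beta and biotinylated RUNX1 at 30 nM each. Compound exposure 15 min after a 20-min protein preincubation; bead step 90 min; all steps at room temperature.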
* hit, by the source's call; ? = inconclusive; · = not tested or not shown; [ ] = remark or other dose. Unless noted, calls come from the whole dose curve; as a rule, active = well fitted curve in the direction sought with a large enough effect; inconclusive = small, poorly fitted or top-dose-only effect, or another doubt; inactive = no such curve, though single readings can be large; an effect the other way counts as inactive or inconclusive.

mol | NPSR antag | aGal spleen mod | Epigenetic reg | KinaseGlo FLuc | IMPase Li inh | Lamin A splicing | CBFb-RUNX1 inh
CN1CCN(c2ncnc3ccc(-c4ccccc4C(F)(F)F)cc23)CC1 | · | 0% | · | · | 20% | -12% | ·
CN(C)CCNc1oc(-c2cccc(Cl)c2)nc1C#N | 7%[46.1 µM] | 8% | -2.4% | -1% | -7%[38.3 µM] | 12% | 2%
CCCSc1nnc(-c2c[nH]c3ccccc23)n1CC | -1%[46.1 µM] | 1% | -2.7% | 5% | 13%[38.3 µM] | -10% | 2%
NS(=O)(=O)c1ccc(NC(=O)COC(=O)CNC(=O)C23CC4CC(CC(C4)C2)C3)cc1 | 15% | -8% | 0.0% | -1% | 2% | · | 5%
Cc1cc(C)cc(Oc2coc3cc(OC(=O)c4cccs4)ccc3c2=O)c1 | -8%[46.1 µM] | -10% | -0.9% | -3% | -5%[38.3 µM] | 11%[0.0737 µM] | 19%
COc1ccc(O[C@H]2C=C[C@@H](c3ccccc3)O[C@@H]2CO/N=C(\C)CCN2CCCCc3nc(C)c(C)cc32)cc1 | -54% | 3%[17.5 µM] | 0.0%[10.1 µM] | -3% | 13% | ? | 6%[13.1 µM]
O=C(NC1CCCCC1)C(=S)N1CCOCC1 | 7% | -8% | -0.9%[10.1 µM] | -3% | 2% | · | -8%
C=CCNC(=S)Nc1ccc(C(N)=O)cc1 | 4% | -9% | -0.9% | -2% | -11% | · | -2%
O=C(Nc1ccc(C(=O)N2CCOCC2)cc1)c1cccs1 | -3%[7.67 µM] | -29% | 10% | ? | 4%[38.3 µM] | 0% | 4%
CCCSc1nnc(N)s1 | 15% | -1% | 0.0% | -1% | -5% | -5% | 2%
COc1cc(C2NC(=O)N(C)C3=C2C(=O)CCC3)cc(OC)c1OC (centres undefined) | -1%[46.1 µM] | 2% | 0.7% | 0% | -10%[38.3 µM] | 2% | -3%
CCOC(=O)c1nnn(-c2nonc2N)c1CSc1ccccn1 | -8%[46.1 µM] | 5% | -2.2% | -3% | 2%[38.3 µM] | 0% | 0%
C=CCOC(=O)C1=C(C)NC(SCC(=O)N(CC)CC)=C(C#N)C1c1ccco1 (centres undefined) | -14%[46.1 µM] | -3% | 0.9% | -3% | 30%[38.3 µM] | 15% | 10%
O=[N+]([O-])c1cnn(-c2nc(-c3cccs3)cc(C(F)(F)F)n2)c1 | -14% | 11% | 1.1% | 1% | ? | -6%[46 µM] | -20%
CCOC(=O)N1CCN(c2c(F)cc3[nH]c(=S)[nH]c3c2Br)CC1 | -12%[46.1 µM] | 3% | -1.0% | 4% | 22%[38.3 µM] | ? | -11%
O=c1c2cc([N+](=O)[O-])ccc2nc(CN2CCN(c3ccccn3)CC2)n1-c1ccccc1F | -13% | 2% | 1.6% | 0% | 2% | · | ?
Cc1cc(N)ccc1-n1c(C)ccc1C | -8%[46.1 µM] | -3% | -0.8% | -4% | -4%[38.3 µM] | ? | ?
Cn1c(N)c(C(=O)COC(=O)C2CC(O)CN2S(=O)(=O)c2ccc(Cl)cc2)c(=O)n(C)c1=O (centres undefined) | 11% | 0% | 1.6% | · | · | · | 5%
O=C(Oc1ccccc1N1C(=O)C2CC=CCC2C1=O)c1ccc(Br)cc1 (centres undefined) | 21% | 2% | -1.6% | 0% | 3% | -20% | -8%
O=C(c1ccco1)N1CCN(C(=O)c2sccc2-c2ccccc2)CC1 | -6%[46.1 µM] | 9% | -0.8% | 3% | 6% | -13% | -3%
CCN(CCNC(=O)c1ccc2nc(-c3ccccc3NC(C)=O)c(=O)[nH]c2c1)c1ccccc1 | -13%[46.1 µM] | 1% | -0.2% | 0% | 1%[38.3 µM] | -7% | -7%
O=C(NCCCn1ccnc1)c1cn(-c2ccccc2)nc1-c1ccccc1 | -1%[46.1 µM] | 0% | -1.8% | -9% | 1%[38.3 µM] | -7% | -4%
O=C(O)CNC(=O)c1ccccc1F | -4%[46.1 µM] | ? | -0.1% | -1% | -10%[38.3 µM] | 4% | 6%
Nc1cccc(CCc2nc3ccccc3[nH]2)c1 | 8% | -4% | 0.0% | 1% | -3% | 0% | 0%
CCN1C(=O)c2cccc3c(S(=O)(=O)Nc4ccc(OC)cc4OC)ccc1c23 | -18%[46.1 µM] | 5% | -1.1% | -6% | 1%[38.3 µM] | ? | -1%
COC(=O)c1sc(-c2ccc(C(C)(C)C)cc2)cc1NC(=O)COCC(=O)O | ? | 2% | -1.0% | · | · | · | 1%
CCCOc1ccc(/C(CC)=N/NC(=O)C2(C)CC2(Br)Br)cc1 (centres undefined) | -32% | -5% | 1.0% | 0% | 4% | ? | 0%
N#Cc1c(-c2cccs2)nc(SCC(=O)c2ccc(Br)cc2)[nH]c1=O | -39% | 3% | 0.0% | · | · | · | ?
CC(=O)C1=C(O)C(=O)N(CCN(C)C)C1c1ccc(Cl)cc1 (centres undefined) | 7%[46.1 µM] | -1% | 1.0% | 3% | -4%[38.3 µM] | -4% | 0%
CCCc1cc(C(=O)N(C2CCCCC2)C2CCCCC2)no1 | ? | 1% | 0.7% | -3% | 26%[38.3 µM] | 13% | 4%
Cc1onc(-c2ccccc2)c1-c1ccnc(N)n1 | -20% | 4% | 8.5% | · | · | · | 4%
Cc1cnn(-c2ccc3nnc(-c4ccc(Br)cc4)n3n2)c1 | -12%[46.1 µM] | -1% | -0.2% | 0% | 30%[38.3 µM] | -3% | 5%
Cc1ccccc1C1CC(c2cccs2)Nc2nnnn21 (centres undefined) | -8% | -1% | 0.0% | -3% | 4% | · | 0%
O=C(Nc1cc(Cl)ccc1O)c1snnc1-c1ccccc1 | ? | -2% | 0.8% | 1% | -3%[38.3 µM] | 4% | -9%
CN(C)S(=O)(=O)Nc1ccccc1F | -17% | 4% | -4.1% | 4% | 0% | · | 5%
O=C(NN1CCOCC1)c1cc(-c2ccc(Cl)c(Cl)c2)nc2ccccc12 | 11% | -5% | 1.1% | 1% | 1% | -5% | -5%
COc1ccccc1C(=O)C1CCCN(C(=O)c2cccnc2SC)C1 (centres undefined) | 13% | -7% | -1.1% | -1% | 6% | -16%[46 µM] | 5%
Cc1noc(C)c1S(=O)(=O)NCCN1CCN(c2ccccc2)CC1 | -6%[46.1 µM] | 1% | -1.1% | 1% | -21%[38.3 µM] | 5% | -6%
Cc1cc(Cl)c(S(=O)(=O)N2CC(C)OC(C)C2)cc1OCC(N)=O (centres undefined) | -8%[46.1 µM] | 6% | 0.0% | -2% | 18%[38.3 µM] | 3% | 2%
COC(C[C@H]1O[C@H]1[C@@H](O)[C@@H](C)OCc1ccccc1)OC | 8% | -2% | 5.1% | · | · | · | 29%
Cc1occc1C(=O)NCc1ccc2c(c1)OCO2 | 3%[46.1 µM] | 21% | 1.2% | -1% | 25%[38.3 µM] | 0% | 5%
CSCCOC(=O)COc1ccc(/C=N/NC(=O)c2nn(C)cc2Cl)cc1 | 12% | 0% | -1.0% | -4% | -4% | -3% | 2%
CC(=O)c1cccc(CN2CCN(C3CCCCC3)C(CCO)C2)c1 (centres undefined) | 9% | 8% | 3.1% | · | · | · | 10%
O=C(c1ccccc1)c1cccn1CC(=O)N1CCCCCC1 | -9%[46.1 µM] | -1% | -1.0% | 0% | -2%[38.3 µM] | 21% | 4%
Nc1c(C(=O)O)sc2nc(-c3ccccc3)cc(-c3ccc(F)cc3)c12 | 55%[7.67 µM] | 9% | 2.4% | · | · | · | -5%
COc1cc2c(cc1OC)C(C)N(C(=O)c1sc(-c3cnccn3)nc1C)CC2 (centres undefined) | -12% | -2% | -1.0% | · | · | · | 6%
Cc1nn(-c2ccccc2)c(C)c1/C=N\NS(=O)(=O)c1ccc(Cl)cc1 | -15%[46.1 µM] | -3% | 0.1% | 18% | 23%[38.3 µM] | 4% | -10%
CCOc1ccc(NC(=O)c2ccccc2SC)cc1 | 8% | 12% | 2.0% | · | · | · | 11%
C/C(=N\NC(=O)OC(C)(C)C)c1cccc([N+](=O)[O-])c1 | -8%[46.1 µM] | 11% | 1.1% | 3% | 23% | 1% | -8%
COc1ccc(CC(=O)Nc2cc(C)c3c(=O)oc4ccccc4c3n2)cc1 | -10%[46.1 µM] | -9% | 0.0% | 5% | ? | -5% | 14%

Three compounds from above, ordered by the value under IMPase Li inh, lowest first:
structure	NPSR antag	Epigenetic reg	IMPase Li inh	Lamin A splicing	CBFb-RUNX1 inh
CSCCOC(=O)COc1ccc(/C=N/NC(=O)c2nn(C)cc2Cl)cc1	12%	-1.0%	-4%	-3%	2%
O=C(NN1CCOCC1)c1cc(-c2ccc(Cl)c(Cl)c2)nc2ccccc12	11%	1.1%	1%	-5%	-5%
Cc1ccccc1C1CC(c2cccs2)Nc2nnnn21 (centres undefined)	-8%	0.0%	4%	·	0%

Additional records follow.
mol | NPSR antag | aGal spleen mod | Epigenetic reg | KinaseGlo FLuc | IMPase Li inh | Lamin A splicing | CBFb-RUNX1 inh
O=C(Nc1nnc(SCc2ccc(Cl)cc2)s1)C1CC(=O)N(Cc2ccccc2)C1 (centres undefined) | -21% | -4% | -1.5% | 0% | -1% | -29% | -3%
CCN(CC)S(=O)(=O)c1ccc(S(=O)(=O)Nc2cc3c(cc2C(C)=O)OCO3)cc1 | -23%[46.1 µM] | 0% | -3.8% | · | · | ? | -19%
CCN(CC)S(=O)(=O)c1ccc2[nH]cc(C(=O)NCCN3CCCCC3C)c(=O)c2c1 (centres undefined) | -11%[46.1 µM] | 6% | -1.1% | -1% | -2%[38.3 µM] | -6% | 8%
CC(C)C(=O)Nc1nc(-c2ccccc2)ns1 | 28%[46.1 µM] | 2% | -1.2% | 1% | -2% | ? | 9%
Cc1cc(C(=O)N/N=C/c2ccc(O)c(O)c2O)c(C)n1-c1ccccc1 | -9% | -2% | -0.4% | -7% | 31%[activator] | · | 13%
CCOc1cc2c(C)cc(=O)oc2cc1Cl | 4%[46.1 µM] | -3% | -2.1% | 3% | -23%[38.3 µM] | 18% | 2%
S=c1[nH]nc(-c2cccs2)n1/N=C/c1c(Cl)cccc1Cl | -14% | 0% | -1.9% | -1% | 0% | -10%[46 µM] | -1%

This is a subset; the hit share may differ from the screen's.
